# Compound activity deposited in PubChem by National Center for Advancing Translational Sciences (NCATS).
# 12-LOX inh: ALOX12 (human) lipoxygenase inhibition; 580,000 compounds, 1.1% hits; P18054; purified 12hLO, xylenol orange hydroperoxide absorbance; Potency, µM (series often up to 108 µM), for the others: at the top dose activity change, negative = inhibition, usual class: inhibitors; note: potency is the fitted concentration of half-maximal effect; % is set by controls: 0 for no effect and ±100 for the full control effect
#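 Purified human 12hLO at 150 nM in 25 mM Hepes, 0.01% Triton X-100, pH 7.0, preincubated 15 min at room temperature with compound. Reaction started with 40 uM arachidonic acid, 30 min at room temperature. Hydroperoxide measured by Fe-xylenol orange, 573/405 nm absorbance ratio.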
# GRP78 ERSR act: induces the endoplasmic reticulum stress response in human glioma cells | U87-MG GRP78 promoter luciferase reporter, 16 h | Potency, µM, inactives show top-dose activation, actives largely listed as activators | 420,000 compounds, 0.02% hits; note: potency is the fitted concentration of half-maximal effect; series mostly up to about 76 µM; % of control where 0% means no effect; nearly all actives have a fitted effect of over 35% in size
#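 Stably transfected U87-MG glioma cells carrying a GRP78-based luciferase sensor; 16 h compound incubation. Luminescence end-point read 10 min after Bright-Glo addition at room temperature.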
# D2 agonist: activates the human D2 dopamine receptor; HEK293 T-REx D2 cells, calcium flux agonist mode; activation, % at 2 µM; 340,000 compounds, 0.53% hits; AID 485358;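 active = activation over 3 SD above normal in the single-dose calcium agonist read, cut at about 30% in these data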; note: 0% is about no effect
#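 In this primary screen, compounds producing a positive calcium signal within 180 s of addition to tetracycline-induced, force-coupled HEK293 Trex D2 cells are flagged; cells are dye-loaded with a no-wash calcium kit beforehand.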
# LDHA inh: blocks human lactate dehydrogenase A; 480,000 compounds, 0.15% hits; activity change, % (values are at about 110 or 230 µM); purified LDHA, NADH/diaphorase-resazurin fluorescence; active compounds read low; AID 1347041; in the data active = activity change below about -30%; inconclusive = mostly about -25% to -30%;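 note: plate controls were DMSO wells for no effect and wells without enzyme for full effect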
#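 LDH5 2 nM; NADH 0.06 mM, pyruvate 0.2 mM; 200 mM Tris pH 7.4, EDTA, Tween-20; 5 min RT. Detection: diaphorase 0.133 mg/mL + resazurin 37 µM, fluorescence ex540/em590 at 0 and 20 min; normalized to enzyme-free and DMSO wells.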
# Vif-A3G inh: blocks the Vif interaction with human APOBEC3G; Q9HC16; HeLa A3G-eYFP + Vif (tagged APOBEC3G with the HIV-1 protein that degrades it), YFP fluorescence, overnight; Potency, µM (highest dose often 46.1 µM), for inactives: at the top dose activity, negative = active, most hits filed as inhibitors; 410,000 compounds, 0.076% hits; AID 602310;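 note: potency is the fitted concentration of half-maximal effect; % is set by controls: 0 for no effect and ±100 for the full control effect; nearly all actives have a fitted effect of over 60% in size; hits raise eYFP signal because A3G escapes Vif-driven loss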
# Target sequence (Q9HC16 whole entry, looked up): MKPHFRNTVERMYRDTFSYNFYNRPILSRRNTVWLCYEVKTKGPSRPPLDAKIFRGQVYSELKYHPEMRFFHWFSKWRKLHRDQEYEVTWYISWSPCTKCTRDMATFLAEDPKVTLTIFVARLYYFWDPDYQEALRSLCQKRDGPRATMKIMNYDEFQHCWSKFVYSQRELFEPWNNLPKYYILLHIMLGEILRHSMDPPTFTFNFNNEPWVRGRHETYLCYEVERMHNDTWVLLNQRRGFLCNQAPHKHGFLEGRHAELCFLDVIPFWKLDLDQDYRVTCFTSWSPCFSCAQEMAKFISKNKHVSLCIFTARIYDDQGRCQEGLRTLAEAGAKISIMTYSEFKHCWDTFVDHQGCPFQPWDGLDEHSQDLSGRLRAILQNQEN
#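 Read-out is eYFP fluorescence (Ex 488/Em 500-530) from Vif-expressing HeLa A3G-eYFP cells; more signal means A3G escaped Vif-mediated degradation. Cells plated overnight, compound pinned in, incubated overnight at 37 deg C.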
# D2 antag: D2 dopamine receptor (human) antagonism | P14416 | HEK293 TREx D2 cells, calcium flux, dopamine EC80 | inhibition, % at 10 µM | 340,000 compounds, 2% hits; in the data active = inhibition above about 30%; note: 0% is about no effect
#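 Tetracycline-induced HEK293 TREx cells expressing D2 receptor forced-coupled to calcium signalling, loaded with no-wash calcium dye. Compounds added and calcium flux read 180 s, then dopamine added at EC80 and read a further 180 s.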
# Vif-APOBEC3F blk: blocks the Vif interaction with APOBEC3F; HeLa A3F-eYFP + Vif (tagged APOBEC3F with the HIV-1 protein that degrades it), YFP fluorescence increase; Potency, µM (titrated, usually from 46.1 µM), for the others: at the highest dose activity, negative = active; 390,000 compounds, 0.2% hits; note: potency is the fitted concentration of half-maximal effect; % of control where 0% means no effect; nearly all actives have a fitted effect of over 65% in size
#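 HeLa cells stably expressing Vif plus C-terminally eYFP-tagged A3F were seeded, incubated overnight at 37 deg C, dosed with compound, incubated overnight again at 37 deg C. Yellow fluorescence (Ex 488/Em 500-530) reported blocked Vif-mediated A3F-eYFP degradation.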
# RGS4 inhibitor: human RGS4 inhibition; P49798; Transcreener GDP fluorescence polarization, RGS4-accelerated GTP hydrolysis; Potency, µM (highest dose often 114 µM), for the others: at the top dose activity change, negative = inhibition, most hits filed as inhibitors; 390,000 compounds, 0.039% hits; AID 504845; note: potency is the fitted concentration of half-maximal effect; % is set by controls: 0 for no effect and ±100 for the full control effect; nearly all actives have a fitted effect of over 75% in size; some results filed as inactive show a strong effect at the top dose
# Target sequence (P49798 whole entry, looked up): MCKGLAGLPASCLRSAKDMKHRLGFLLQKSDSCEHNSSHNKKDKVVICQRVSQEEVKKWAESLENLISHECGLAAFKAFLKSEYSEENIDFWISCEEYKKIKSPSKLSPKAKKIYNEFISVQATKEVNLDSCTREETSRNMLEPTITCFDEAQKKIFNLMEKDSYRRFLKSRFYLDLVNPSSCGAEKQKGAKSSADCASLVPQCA
#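 MLSMR compounds (23 nl, pin-transferred) preincubated 10 min at room temperature with a 500nM (2x) first reagent, then RGS4 at 900nM (2x) plus Transcreener GDP mix added; fluorescence polarization (620/688 nm) read before and after 90 min at 30 °C.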
# ERG Ets-DNA blk: ERG Ets/DNA interaction inhibition. P11308. fluorescence polarization, His-ERG Ets domain / labelled DNA. Potency, µM (series often up to 76.9 µM), inactives show top-dose FP activity, negative = inhibition, hits mostly inhibitors. 370,000 compounds, 0.028% hits; active = well fitted inhibition curve with a large enough effect in the polarisation, with a control signal flat; inconclusive = small, poorly fitted or top-dose-only effect, or effect the other way, or a change in a side signal; inactive = no such curve, though single readings can be large or run the other way; the % refers to the polarisation;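 note: polarization taken with two DNA probes labelled with fluorescein and Texas red; potency is the fitted concentration of half-maximal effect; % of control where 0% means no effect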
# Target sequence (P11308 whole entry, looked up, the tested form may be a part): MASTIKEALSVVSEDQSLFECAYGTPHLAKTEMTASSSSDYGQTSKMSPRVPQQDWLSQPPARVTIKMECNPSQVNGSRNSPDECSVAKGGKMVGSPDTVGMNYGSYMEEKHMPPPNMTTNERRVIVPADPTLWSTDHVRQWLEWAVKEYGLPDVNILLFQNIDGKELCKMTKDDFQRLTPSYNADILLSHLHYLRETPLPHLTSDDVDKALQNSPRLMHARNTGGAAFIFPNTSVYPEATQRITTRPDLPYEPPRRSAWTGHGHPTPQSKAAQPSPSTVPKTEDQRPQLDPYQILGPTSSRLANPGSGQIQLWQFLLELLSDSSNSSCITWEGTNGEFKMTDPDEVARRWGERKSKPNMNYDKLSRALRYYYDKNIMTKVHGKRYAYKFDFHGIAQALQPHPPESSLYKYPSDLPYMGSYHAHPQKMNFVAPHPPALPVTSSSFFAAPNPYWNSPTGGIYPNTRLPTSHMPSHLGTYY
#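 His-tagged ERG Ets domain (1 uM in the protein solution; 300mM KCl, 50mM Tris-HCl, 1mM EDTA, 1mM DTT, pH 7.5) received compound, then a probe mix of 5 nM fluorescein-DNA and 100nM Texas-615-DNA. Fluorescence polarization was read for both dyes.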
# An asterisk follows results filed as active; ? = inconclusive; . = not tested or not shown; [ ] = remark or other dose. Unless noted, calls come from the whole dose curve; as a rule, active = well fitted curve in the direction sought with a large enough effect; inconclusive = small, poorly fitted or top-dose-only effect, or another doubt; inactive = no such curve, though single readings can be large; an effect the other way counts as inactive or inconclusive. These rows are one share of the data. The share of hits here may be higher or lower than overall.
SMILES,12-LOX inh,GRP78 ERSR act,D2 agonist,LDHA inh,Vif-A3G inh,D2 antag,Vif-APOBEC3F blk,RGS4 inhibitor,ERG Ets-DNA blk
Cc1onc(-c2ccccc2)c1C(=O)N1CCC(CO)(Cc2ccccc2)CC1,1%,1%,0.6,0,0%,6,1%,-1%,-3%
C=CCn1c(SCC(=O)NCc2ccccc2)nnc1-c1ccccc1O,-6%,-2%,-0.5,0,-5%,-1,-4%,-5%,-6%
COCCn1c(SCC(=O)c2[nH]c(C)c(C(C)=O)c2C)nc2ccccc21,-25%,-3%,-1.7,1,3%,-22,0%,9%,.
O=S(=O)(c1ccc(NC(=S)Nc2ccc(OC(F)F)cc2)cc1)N1CCOCC1,?,-5%,0.5,-3,0%,-5,5%,-25%,-9%
CC(=O)c1ccc(NC(=S)Nc2cccc3cnccc23)cc1,?,-2%,-1.2,34,4%,7,-22%,?,5%
O=C1C2CCCN2c2ccc(S(=O)(=O)N3CCOCC3)cc2N1Cc1ccccc1F (stereo not given),.,-4%,-0.4,5,-5%,8,-3%,0%[11.4 µM],-5%
COc1ccc(NC(=O)CSc2nnc(CCC(=O)Nc3ccc(C)c(Cl)c3)n2C)cc1,-29%,0%,0.4,3,0%,6,-5%,0%,.
Cc1ccc(C(=O)N/C(=C\c2ccc(-c3cc(Cl)ccc3Cl)o2)C(=O)NCc2cccnc2)cc1,407%[activator],-3%,-0.7,-7,-2%,23,0%,19%,-8%
COc1ccc(CN(C)C2CCN(C)CC2)cc1OC,?,-2%,-1.7,?,2%,-17,11%,-19%,22%
CC(C)CC(Nc1ncnc2scc(-c3ccccc3)c12)C(=O)O (stereo not given),0%,-3%,-0.6,0,0%,-4,-9%,-4%,16%
Cc1c(Cl)c([N+](=O)[O-])nn1CC(=O)N1CCCC1,-11%,-4%,2.7,-3,-6%,1,2%,-15%,-6%
CN(c1ccccc1)S(=O)(=O)c1ccc(NC(=O)C2CCCCC2C(=O)O)cc1 (stereo not given),8%,-2%,1.1,-3,0%,-13,1%,?,10%
Cc1ccccc1CNc1nc(N(C)C)nc2c1cnn2C,?,.,1.4,1,.,.,.,13%,8%
Cc1cn(CC(=O)c2ccccc2)c2ccccc12,0%,-2%,0.3,-3,7%,1,0%,11%,1%
CCN(CCCNC(=O)c1cc(Nc2ccc(OC)cc2OC)nc2ccccc12)c1cccc(C)c1,?,-5%,-0.3,4,0%,.,-10%,-8%,3%
COc1cc([C@@H]2CC=C(C(=O)O)[C@H](c3ccccc3F)N2S(=O)(=O)c2ccc(C)cc2)cc(OC)c1OC,0%,-5%,0.4,2,-2%,-3,5%,-15%,-8%
CCN(CC(=O)NCc1ccc(F)cc1)CC(=O)Nc1ccc(Br)cc1F,-24%,1%,.,1,2%,.,-3%,22%,5%
Cc1nc(N2CCN(C(=O)c3ccco3)CC2)nc2c1C(=O)CC(C)C2 (stereo not given),-29%,8%,-0.1,-4,2%,-4,3%,8%,-7%
COc1ccc(C(=O)Nc2ccc(C)cc2C(=O)c2ccccc2)cc1,-5%,-4%,-0.4,-8,0%,-2,-2%,16%,3%
CCCCOC(=O)c1ccc(NC2=NS(=O)(=O)c3ccccc32)cc1,-2%,-2%,.,-14,-1%,.,10%,-13%,0%
O=C(O)CN1CCN(Cc2ccccc2F)C1=O,-9%,0%,0.5,-15,-2%,-8,-1%,0%,0%
CN1CCN(S(=O)(=O)c2cccc(C(=O)NCCC3=CCCCC3)c2)CC1,4%,0%,1.0,-6,-1%,0,-2%,-9%,-10%
c1ccc(-c2cc3ncccc3cn2)cc1,10%,1%,-0.2,-1,0%,15,7%,12%,-11%
CC(=O)Nc1ccc(NC(=O)COC(=O)Cc2c[nH]c3ccccc23)cc1,-19%,-4%,-0.5,-10,0%,-6,-8%,-12%,2%
Cc1ccc(O)c(NC(=O)c2onc(C)c2Cl)c1,106%[activator],4%,.,-5,0%,.,5%,6%,-5%
# (cont.)
SMILES,12-LOX inh,GRP78 ERSR act,D2 agonist,LDHA inh,Vif-A3G inh,D2 antag,Vif-APOBEC3F blk,RGS4 inhibitor,ERG Ets-DNA blk
COc1ccccc1N1C(=O)C=C(Sc2nc(C)cc(C)n2)C1=O,10µM*,-2%,-1.7,-10,3%,-20,-8%,?,?
CCOC(=O)C1CCN(C(=O)CN(C)S(=O)(=O)c2cc(C)ccc2OC)CC1,26%,-2%,-0.2,0,1%,-12,-24%,-6%,3%
CN=C1CC(SC)=C1c1ccc(C)cc1,-11%,8%,0.5,7,3%,-4,3%,10%,-14%
CCCCCCn1c(CN2CCN(CCO)CC2)nc2c1c(=O)n(C)c(=O)n2C,7%,-4%,-0.2,1,3%,4,4%,-22%,10%
COc1ccccc1CNC(=O)c1ccc(-c2nc(CN3CCc4ccccc43)c(C)o2)cc1,-17%,-1%,2.0,4,1%,.,1%,-8%,2%
Cc1ccc(N(CC(=O)NCc2cccnc2)S(C)(=O)=O)cc1C,-22%,-1%,0.8,0,3%,4,-10%,22%,0%
COc1cccc(O)c1CN1CCC(C(=O)Nc2ccc(-c3cccc(C)c3)cc2)CC1,?,-4%,1.2,-4,-23%,-11,3%,7%,-4%
O=C(CC1C(=O)NCCN1Cc1cccc(Oc2ccccc2)c1)NCCc1cscn1 (stereo not given),6%,-4%,-0.2,1,1%,-7,2%,-51%,-12%
Cc1cccc(C)c1OCc1cc(C(=O)N(Cc2nccn2C)C(C)C)no1,3%,-2%,0.2,-2,0%,2,4%,19%,-6%
COc1ccc(CCC(=O)NC2CCCCC2)cc1,-23%,1%,0.2,-7,6%,10,-7%,15%,-8%
CCCc1nc2oc(C(=O)c3ccccc3)c(N)c2c2c1COC(C)(C)C2,?,3%,0.2,-4,-6%,5,-14%,-7%,-9%
Cc1cc(Cl)ccc1Oc1ncnc2oc(-c3ccccc3)cc12,?,-2%,0.3,2,-1%,-13,-10%,15%,-9%
COc1cc(CC(=O)OCC(=O)Nc2ccc3c(c2)OCCO3)cc(OC)c1OC,-4%,0%,-0.3,-11,-1%,4,6%,26%,3%
CC1(C(=O)O)CCC(C(=O)N2CCCCC2)C1(C)C (stereo not given),-2%,-1%,0.7,-1,-4%,2,9%,-13%,9%
COc1ccc(OC)c(S(=O)(=O)N2CCCC(N3CCN(c4ccccc4)CC3)C2)c1 (stereo not given),-10%,0%,-0.4,0,0%,1,1%,10%,-13%
Cc1[nH]c2ccc(C(C)C)cc2c1CC(=O)O,143%[activator],-5%,0.8,-4,-5%,-3,2%,6%,-1%
CC(=O)N(Cc1cccnc1)c1nc2c(C)cccc2s1,-29%,-3%,-1.0,-2,3%,.,-9%,-10%,-9%
CC(=O)Nc1ccc(C(=O)COC(=O)C2CCCCC2)c(F)c1,9%,3%,0.8,-9,0%,-2,-7%,4%,7%
Cc1cccc(Nc2ncc3c(n2)CC(c2ccco2)CC3=O)c1 (stereo not given),?,0%,-0.2,4,-7%,-2,-27%,-10%,-2%
Cc1ccc(S(=O)(=O)NCC(=O)OCC(=O)NCc2ccco2)cc1,100%[activator],-2%,.,-6,0%,.,4%,7%,-1%
CNC[C@@H]1OCc2ccccc2-c2c(n(C)c3ccccc23)C(=O)N([C@H](C)CO)C[C@H]1C,0%,-5%,.,2,-6%,.,4%,.,.
COC(=O)c1cc(S(=O)(=O)NCC2CCN(Cc3cc(C)ccc3C)CC2)cn1C,-15%,-5%,1.3,-1,4%,-9,7%,-8%,-3%
Cc1coc2c(C)c3oc(=O)c(CC(=O)N[C@@H](CC(C)C)C(=O)O)c(C)c3cc12,-3%,-4%,1.3,-2,-2%,-3,3%,20%,3%
CC(C)SCCCOc1ccc(C(C)(C)C)cc1,-12%,8%,-0.5,3,-3%,4,-11%,15%,4%
CC(C)(COC(=O)Nc1ccccc1)COC(=O)Nc1ccccc1,?,3%,-0.1,0,-1%,-10,1%,43%,31%[activator]
# The results go on.
SMILES,12-LOX inh,GRP78 ERSR act,D2 agonist,LDHA inh,Vif-A3G inh,D2 antag,Vif-APOBEC3F blk,RGS4 inhibitor,ERG Ets-DNA blk
COc1ccccc1OCCNC(=O)CN1C(=O)NC2(CCCCC2)C1=O,0%,-2%,0.4,-8,1%,8,3%,-4%,-1%
CSc1nn(-c2ccc(C(=O)OCC(=O)NC(=O)NC(C)C)cc2)c(=S)s1,-24%,-1%,0.7,-8,-2%,1,-11%,-3%,8%
CCC(C)(C)NC(=O)CN(Cc1cccs1)C(=O)CNS(=O)(=O)c1ccc(F)cc1,-3%,-2%,0.1,0,2%,-12,0%,-20%,0%
N#C/C(=C\c1ccc(-c2ccc(Br)cc2)o1)C(=O)Nc1ccccc1O,-23%,.,0.4,-13,.,.,.,-8%,-5%
Cc1cc(Cl)ccc1OCC(=O)N(Cc1ccc(N(C)C)cc1)CC1CCCO1 (stereo not given),0%,-2%,-1.3,6,4%,.,8%,18%,-1%
COc1cc(C(=O)c2ccccc2)c([N+](=O)[O-])cc1OC,0%,-3%,-1.5,-3,2%,-11,0%,-6%,-4%
CC(C)CCNC(=O)NC(=O)CSc1nnc(-c2ccccc2Br)o1,2%,-2%,1.1,3,0%,-3,1%,8%,.
O=C(O)Cc1sc(-c2cccnc2)nc1-c1ccc(Br)cc1,35µM*,-5%,1.2,2,-11%,-9,-1%,-30%,-10%
